RTF Ca sens act – cardiac RTF calcium sensitivity activators, primary screen, biochemical, IANBD-TnC fluorescence, EC20 calcium | activation, % at 7.2 µM | 340,000 compounds, 0.24% hits | Troponin I, cardiac muscle (Homo sapiens) + Troponin T, cardiac muscle (Homo sapiens) + … | IANBD-labeled TnC RTF fluorescence at EC20 calcium; 0% EC20 calcium, 100% full calcium;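 active means activation above the mean over all tested compounds plus 3 SD, cut at about 30% in these data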;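 further: rise in fluorescence read as greater calcium sensitivity of cardiac thin filaments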
CAL PDZ FP-1 – CAL PDZ peptide-binding inhibitors, primary screen, biochemical, fluorescence polarization, Cer-tagged CAL PDZ, HTS. Golgi-associated PDZ and coiled-coil motif-containing protein (Homo sapiens), Q9HD26. purified CAL PDZ, TMR-peptide fluorescence polarization, 1 h. inhibition, % at 20 µM. 330,000 compounds, 0.02% hits. AID 504414, 2011;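 active means highest replicate inhibition of at least 40%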;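 further: plate controls were DMSO neutral control wells for no effect and unlabeled competitor peptide control wells for full effect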
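Test system: tagged CAL PDZ domain / Buffer or medium: sodium phosphate/NaCl buffer pH 7.4 with TCEP, IgG, Thesit / Reagent: TMR-labelled reporter peptide T*-PRC34 bound in PDZ groove / Compound dosing: single point, 20 µM / Schedule: 1 h incubation at room temperature before polarization reading / Technique: fluorescence polarization (mP) / Benchmarks: unlabelled peptide, DMSO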
SR-BI DiI-HDL act – activators of SR-BI mediated DiI-HDL uptake, primary screen, ldlA[mSR-BI] CHO cells, DiI fluorescence; 3 h; 100 = double the neutral-control signal; activation, % at 12.5 µM; 320,000 compounds, 0.096% hits;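 active means mean replicate activation of at least 60% and every replicate at or above 60%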;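 further: 0% = median plate neutral-control signal and 100% = twice that signal; values of inactives mirror those of a sister screen read the other way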
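Test system: SR-BI-overexpressing, LDLR-lacking CHO cells; Medium: Ham's F12 with 0.5% BSA, HEPES 25 mM, pH 7.4; Schedule: 3 h, 37 °C; Technique: bottom-read fluorescence, 550/595 nm.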
Keap1 Nrf2 FP – Keap1-Nrf2 protein-protein interaction inhibitors, primary screen, biochemical, fluorescence polarization, single point. Keap1 Kelch-Nrf2 peptide fluorescence polarization, 1536-well. inhibition, % at 9.4 µM. 340,000 compounds, 0.15% hits; in the data active means inhibition above about 12%;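 further: human Keap1 Kelch domain with fluorescein labeled Nrf2 9mer peptide probe; 0% = neutral control wells and 100% = peptide positive control; higher means more block of Keap1 binding to Nrf2 peptide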
PKA-R2B act – activators of PKA-R2B holoenzyme, primary screen, biochemical, fluorescence polarization, Cy5-IP20, human | cAMP-dependent protein kinase catalytic subunit beta (Homo sapiens) + cAMP-dependent … | PKA-R2B holoenzyme dissociation; R2B truncated from residue 108, S112A mutant; 0% DMSO only, 100% 113 µM cGMP | activation, % at 11.4 µM | 340,000 compounds, 0.079% hits | AID 504700, 2011;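 active means activation above a cutoff set at the mean over all compounds plus 3 SD, cut at about 18% in these data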;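 further: higher means more holoenzyme dissociation and a rise in polarization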
Target sequence (P31323 whole entry, looked up, other chains not shown, the tested form may be a part): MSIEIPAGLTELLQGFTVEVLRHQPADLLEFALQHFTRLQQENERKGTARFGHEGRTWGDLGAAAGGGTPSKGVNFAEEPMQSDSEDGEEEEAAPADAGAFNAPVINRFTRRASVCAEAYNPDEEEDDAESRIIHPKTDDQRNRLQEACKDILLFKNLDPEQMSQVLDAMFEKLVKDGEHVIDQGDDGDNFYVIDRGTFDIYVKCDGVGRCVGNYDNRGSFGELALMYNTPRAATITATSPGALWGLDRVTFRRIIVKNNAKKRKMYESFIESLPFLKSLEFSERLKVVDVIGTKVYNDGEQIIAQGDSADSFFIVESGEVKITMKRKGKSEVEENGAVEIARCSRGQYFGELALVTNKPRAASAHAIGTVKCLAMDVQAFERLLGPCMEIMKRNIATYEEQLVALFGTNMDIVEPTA
CAL PDZ FP-2 – untagged CAL PDZ binding inhibitors, primary screen, biochemical, fluorescence polarization, HTS; Golgi-associated PDZ and coiled-coil motif-containing protein (Homo sapiens), Q9HD26; purified CAL PDZ, TMR-peptide fluorescence polarization, 1 h; 300,000 compounds, 0.92% hits; AID 602252, 2012; inhibition, % at 24.9 µM;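 active means mean inhibition of at least 30% with at least half of replicates also reaching 30%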;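 further: 0% = DMSO neutral control and 100% = excess unlabeled competitor peptide PRC23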
LANA DNA inh – inhibitors of KSHV C-LANA binding to DNA, primary screen, biochemical, fluorescence polarization, FAM-LBS DNA, MBP-C-LANA, single point. inhibition, % at 9 µM. 340,000 compounds, 0.078% hits;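 active means highest replicate inhibition at or above 60% at 9 µM, even if other replicates fall short; inactive means all replicates below 60% inhibition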;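 further: 0% = neutral control wells and 100% = 4 µM acridine orange control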
DAGLB inhibitor – DAGLB lipase inhibitors, primary screen, biochemical, fluorescence, HTS; inhibition, % at 5.17 µM; 340,000 compounds, 0.059% hits; HEK293T DAGLB membrane lysate, EnzChek fluorogenic substrate; in the data active means inhibition above about 34%;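 further: 0% = enzyme with vehicle and 100% = wells lacking enzyme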
Rtt109 Vps75 – inhibitors of C. albicans Rtt109/Vps75 HAT, primary screen, biochemical, ThioGlo CoA-SH fluorescence, plate reader. Histone acetyltransferase RTT109 (Candida albicans (strain SC5314 / ATCC MYA-2876)), …. 330,000 compounds, 0.16% hits. AID 540336, 2011. inhibition, % at 34.9 µM. purified Rtt109/Vps75, 4 h;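 active means inhibition of at least 50% in every replicate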
Target sequence (Q5AAJ8 whole entry, looked up): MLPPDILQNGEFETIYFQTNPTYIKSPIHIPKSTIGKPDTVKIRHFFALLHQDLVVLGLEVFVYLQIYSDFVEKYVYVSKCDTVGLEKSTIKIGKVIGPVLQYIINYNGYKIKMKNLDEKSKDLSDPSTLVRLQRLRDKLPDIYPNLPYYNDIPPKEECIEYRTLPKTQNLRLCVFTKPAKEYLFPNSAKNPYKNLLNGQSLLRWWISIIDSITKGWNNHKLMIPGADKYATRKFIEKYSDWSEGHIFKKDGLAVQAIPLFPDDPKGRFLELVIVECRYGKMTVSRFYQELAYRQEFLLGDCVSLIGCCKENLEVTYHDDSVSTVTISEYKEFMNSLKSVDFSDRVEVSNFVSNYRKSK
RTF Ca sens inh – cardiac RTF calcium sensitivity inhibitors, primary screen, biochemical, IANBD-TnC fluorescence, EC70 calcium | inhibition, % at 7.15 µM | 340,000 compounds, 0.12% hits | Troponin I, cardiac muscle (Homo sapiens) + Troponin T, cardiac muscle (Homo sapiens) + … | IANBD-labeled cardiac RTF, Ca2+ fluorescence;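 active means inhibition above the mean inhibition of all tested compounds plus 3 SD, cut at about 17% in these data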;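 further: assay run at fixed EC70 calcium of 1.6 mM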
The depositor's hits bear a star; . = no result given.

nr	mol	RTF Ca sens act	CAL PDZ FP-1	SR-BI DiI-HDL act	Keap1 Nrf2 FP	PKA-R2B act	CAL PDZ FP-2	LANA DNA inh	DAGLB inhibitor	Rtt109 Vps75	RTF Ca sens inh
1	O=C(Nc1ccc(F)c(F)c1)C1CCCN(S(=O)(=O)c2cccc3nonc23)C1 (stereo not drawn)	4	0.7	.	-3	5	12	-0.6	-1	12	-7
2	CCc1nccn1CCC(=O)N1CCCC(Nc2ccc(C(C)C)cc2)C1 (stereo not drawn)	-6	0.4	8	-2	6	-3	0.5	2	6	0
3	CCCn1c2c(c(O)c(C(=O)NCc3ccccc3)c1=O)CCCC2	1	-1.0	-41	1	-10	1	-0.5	-20	-3	-14
4	CCN(CC)C(=O)C1CCN(Cc2cn(C)nc2-c2ccc(Oc3ccccc3)cc2)CC1	0	-2.3	21	-5	3	-2	0.0	-1	2	-5
5	Cc1cnc(C(=O)NC2CC(C)(C)Cc3c2cnn3-c2ccccc2)cn1 (stereo not drawn)	-4	-1.8	-19	1	9	3	-2.5	0	5	1
6	CCC(=O)Nc1ccc(Cl)c(NC(=O)c2ccccc2OC)c1	-2	-2.8	-6	-3	-14	-2	-0.8	0	-6	-11
7	COCCn1c(=O)[nH]c2cc(C(=O)NC(C)C)ccc2c1=O	-4	-1.6	8	-1	-4	12	-0.7	2	4	-6
8	CC(CNc1ccc([N+](=O)[O-])cc1)NC(=O)c1ccccc1Br (stereo not drawn)	-5	-1.8	-2	-1	-2	-18	-1.1	2	44	0
9	Cc1cc(NC(=O)C2CC(c3ccc(Cl)cc3)=NO2)no1 (stereo not drawn)	9	-3.2	21	-4	-10	-3	1.0	-3	-4	-2
10	O=C(Nc1nnc(Cc2ccc(Cl)cc2)s1)c1cccnc1	1	-2.5	0	-4	5	-4	1.7	3	1	-12
11	COC(=O)C1=C(C)N(c2cccc(C)c2)C(=O)/C1=C\c1cccs1	-4	0.1	-51	-3	-22	4	-1.2	-6	4	0
12	Cn1cccc1C(=O)OCC(=O)N1c2ccccc2NC(=O)C1(C)C	5	-2.3	25	1	1	-3	0.2	1	7	0
13	O=C(Nc1cnn(Cc2ccc(F)cc2)c1)c1cc2nc(-c3ccco3)cc(C(F)(F)F)n2n1	-3	-0.9	-28	1	-4	0	-0.1	-1	2	-3
14	Nn1cc(-c2ccccc2)nc1SCC(=O)N1CCN(S(=O)(=O)c2ccc3ccccc3c2)CC1	-2	0.0	9	-1	-11	-4	0.0	2	7	3
15	C[C@@]12CCC3[C@@](CCC4[C@@]3(C)CCC[C@@]4(C)C(=O)NC3CCCCC3)(CC1=O)C2 (stereo partly drawn)	-6	1.0	-15	0	11	-2	-0.5	-11	2	-6
16	COc1ccc2nc(SCC(=O)Nc3cc(C)on3)c(C#N)cc2c1	3	-2.0	.	0	-8	-6	1.6	0	-1	1
17	CCOc1cccc(OCCOc2ccccc2[N+](=O)[O-])c1	-4	-0.6	-30	2	-2	.	-0.1	-7	3	-2
18	O=C(CSc1nc(=O)n2ccccc2n1)OCc1ccccc1	0	-3.1	14	-1	-9	4	0.4	-1	-4	1
19	CC(NC(=O)CSc1nnc(-c2cc3cc(Cl)ccc3o2)n1C)c1ccccc1 (stereo not drawn)	-3	-5.9	-6	1	-6	3	0.3	1	-6	-16
20	CC(C(=O)N1CCc2ccccc21)N1CCN(c2cccc(C(F)(F)F)c2)CC1 (stereo not drawn)	-2	-2.6	-2	4	-10	-4	-0.1	-5	-9	-1

Carrying on:
nr	mol	RTF Ca sens act	CAL PDZ FP-1	SR-BI DiI-HDL act	Keap1 Nrf2 FP	PKA-R2B act	CAL PDZ FP-2	LANA DNA inh	DAGLB inhibitor	Rtt109 Vps75	RTF Ca sens inh
21	CCC(Sc1nc2c(cnn2-c2ccc(Cl)cc2)c(=O)[nH]1)C(=O)OC (stereo not drawn)	-11	-1.1	-2	-2	3	.	1.7	0	-6	2
22	CCCCn1c(SCC(=O)Nc2cc(C(F)(F)F)ccc2Cl)nnc1C(CC)N(C)C (stereo not drawn)	1	0.0	10	-7	0	5	2.6	0	4	-13
23	COc1cccc(Nc2nc(NCCO)nc(N3CCCC3)n2)c1	0	-1.1	-1	0	22*	-3	-2.0	-3	8	-1
24	COc1ccc(NC(=S)N2CCN(C/C=C/c3ccccc3)CC2)c(OC)c1	1	-2.8	-2	0	-8	-2	1.2	-1	.	-1
25	Cc1ccc2c(COC(=O)c3ccccc3Br)cc(=O)oc2c1	-3	-2.1	-40	-4	0	-3	0.7	0	-7	0
26	Fc1ccc(-c2[nH]ncc2CN2CCN(c3ccc(F)cc3)CC2)cc1	-3	-1.6	20	4	-4	1	0.0	2	11	-2
27	COC(=O)CNc1nc(Cl)nc(N2CCC(C)CC2)n1	3	-2.1	.	2	3	-6	0.5	1	-2	-1
28	C#CCNC(=O)C1=C[C@H](c2ccccc2)C[C@H](OCCCCO)O1	4	-0.7	19	2	0	-2	0.4	3	3	-5
29	COc1cc(=O)n(C)c2c(OCC(O)C(C)(C)O)cccc12 (stereo not drawn)	8	-0.5	-7	-5	1	1	-1.4	0	-5	-10
30	Cc1ccc(SCC(=O)Nc2nnc(C(C)(C)C)s2)cc1	-4	-1.8	43	-2	-10	-8	-3.1	0	-1	-9
31	COc1ccc(N(Cc2ccccc2)S(=O)(=O)c2cc(C(=O)O)ccc2Cl)cc1	3	-3.0	0	4	-10	-1	-1.4	7	11	1
32	CC(=O)Nc1ccc(N(C)C)cc1[N+](=O)[O-]	-2	1.5	22	2	0	1	1.5	0	9	-4
33	COc1cccc(NC(=S)NC(=O)/C=C/c2ccco2)c1	12	0.1	-1	-7	2	.	4.7	6	1	-13
34	C=CCNc1nc(-c2cccc(OC)c2O)nc2ccccc12	-3	0.3	-76	-3	-6	.	-2.0	-2	-4	0
35	Cc1ccc(S(=O)(=O)N2[C@@H](c3ccc(C#N)cc3)C(C(=O)O)=C[C@H]2C(C)(C)C)cc1	-7	1.5	11	-6	-14	-5	0.2	3	3	1
36	COC(=O)c1ccc2ccn(CC(=O)NC(C)C)c2c1	-2	-2.3	-11	-3	-3	1	3.2	-2	38	3
37	O=C(CN1CCN(S(=O)(=O)c2ccc(Cl)cc2)CC1)Nc1ccc(N2CCOCC2)cc1	-3	-2.5	15	-4	-2	0	0.9	0	6	0
38	COc1ccc(CNC(=O)CC2C[C@H](C(=O)N3CCOCC3)[C@@]3(C)c4[nH]c5ccccc5c4CCN3C2=O)cc1OC (stereo partly drawn)	-8	-0.5	13	9	-4	-3	-2.1	0	-7	-1
39	COc1ccc2c(c1)-c1c(sn(-c3ccc(OC)c(OC)c3)c1=S)C(C)(C)N2	12	1.3	-108	0	-7	-4	-1.2	6	1	-1
40	CCOC(=O)c1c(C)n(C)c2cc(-c3ccc(F)cc3)c(O)cc12	2	-1.0	-22	-3	12	-2	1.6	-3	3	-18

Later entries:
nr	mol	RTF Ca sens act	CAL PDZ FP-1	SR-BI DiI-HDL act	Keap1 Nrf2 FP	PKA-R2B act	CAL PDZ FP-2	LANA DNA inh	DAGLB inhibitor	Rtt109 Vps75	RTF Ca sens inh
41	CCOc1ccc(NC(=O)CN(C)C(=O)C2CC(=O)N(Cc3ccco3)C2)cc1OCC (stereo not drawn)	-1	0.7	5	-5	-8	-1	2.0	2	-6	4
42	CCCCNC(=O)c1ccc2nc(-c3ccco3)c(-c3ccco3)nc2c1	-6	-0.1	-15	5	-7	.	1.4	6	-21	3
43	O=C(c1ccc(OC2CCN(C(=O)C3CC3)CC2)cc1)N(CCO)Cc1ccccc1	-1	4.7	.	-4	-8	-5	-0.6	-2	-22	-6
44	O=C(CCS(=O)(=O)c1cccc2nonc12)N1CCN(c2ccc(F)cc2)CC1	-2	-0.7	-11	-1	-17	-1	-0.9	-1	10	-3
45	O=C(COC(=O)c1ccccc1OCC(=O)Nc1ccc(Br)cc1)Nc1ccccc1	7	0.8	-16	2	3	-6	-3.0	-2	6	11
46	CC1(c2ccccc2)NC(=O)N(CC(=O)Nc2cccc(/C=C/c3ccccn3)c2)C1=O (stereo not drawn)	0	-3.8	-62	-5	5	-3	0.5	0	6	-11
47	COc1ccc2[nH]c3c(c2c1)CCN1C(=O)C(CC(=O)NCc2cccc(C(F)(F)F)c2)C[C@H](C(=O)N2CCOCC2)[C@@]31C (stereo partly drawn)	-1	-1.1	-59	0	-4	-3	0.8	0	-38	-9

3 entries out of the list above, arranged by the number in CAL PDZ FP-1, rising.
nr	mol	RTF Ca sens act	CAL PDZ FP-1	SR-BI DiI-HDL act	Keap1 Nrf2 FP	PKA-R2B act	CAL PDZ FP-2	LANA DNA inh	DAGLB inhibitor	Rtt109 Vps75	RTF Ca sens inh
44	O=C(CCS(=O)(=O)c1cccc2nonc12)N1CCN(c2ccc(F)cc2)CC1	-2	-0.7	-11	-1	-17	-1	-0.9	-1	10	-3
42	CCCCNC(=O)c1ccc2nc(-c3ccco3)c(-c3ccco3)nc2c1	-6	-0.1	-15	5	-7	.	1.4	6	-21	3
43	O=C(c1ccc(OC2CCN(C(=O)C3CC3)CC2)cc1)N(CCO)Cc1ccccc1	-1	4.7	.	-4	-8	-5	-0.6	-2	-22	-6
